Screening results (PubChem BioAssay)
DAT uptake mod: human DAT dopamine uptake with cocaine, either direction; B-score at 10 µM; LLC-PK1 hDAT cells, [14C]-dopamine uptake with cocaine IC80; actives deviate in either direction; Q01959; 110,000 compounds, 1.3% hits;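 active = Z score or B-score, a plate-position-corrected score, falls beyond the plate's 99.7% confidence bounds, in either direction; inactive = both scores lie inside the 99.7% bounds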;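 note: scored against the spread of the other compound wells on the same plate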
Target sequence (Q01959 whole entry, looked up): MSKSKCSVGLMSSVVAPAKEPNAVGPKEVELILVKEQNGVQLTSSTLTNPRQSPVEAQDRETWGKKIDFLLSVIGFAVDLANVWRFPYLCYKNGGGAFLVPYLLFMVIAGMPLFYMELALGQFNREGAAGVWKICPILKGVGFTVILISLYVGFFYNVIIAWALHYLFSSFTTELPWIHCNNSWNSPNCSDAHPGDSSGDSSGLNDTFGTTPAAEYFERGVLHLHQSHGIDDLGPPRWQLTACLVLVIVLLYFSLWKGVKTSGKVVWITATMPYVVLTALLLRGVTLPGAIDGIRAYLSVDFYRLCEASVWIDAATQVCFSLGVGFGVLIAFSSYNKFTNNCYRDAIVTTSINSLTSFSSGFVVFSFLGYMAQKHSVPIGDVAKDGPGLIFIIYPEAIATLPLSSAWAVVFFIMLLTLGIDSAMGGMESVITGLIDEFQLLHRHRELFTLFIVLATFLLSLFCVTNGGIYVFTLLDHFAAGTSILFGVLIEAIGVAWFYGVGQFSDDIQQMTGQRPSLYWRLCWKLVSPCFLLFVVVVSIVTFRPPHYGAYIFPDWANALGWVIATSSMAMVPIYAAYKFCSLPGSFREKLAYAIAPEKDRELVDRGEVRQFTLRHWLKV
CYP2C19 activ: cytochrome P450 2C19 (human) activation. 96,000 tested, under 10 active. recombinant CYP2C19, luciferin-H EGE luminescence; stronger effect = higher value; 0 = fully inhibited enzyme, 1 = untreated enzyme. P33261. activation factor at 5 µM;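 active = activation factor of at least 2 at 5 µM in the primary screen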;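 note: 0 = wells with 2.5 mM tranylcypromine and 1 = vehicle-only wells; values of inactives mirror those of a sister screen read the other way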
CYP2C19 inhib: inhibitors of human CYP2C19; P33261; CYP2C19 Supersomes, luciferin-H EGE luminescence, 30 min; inhibition, % at 5 µM; 96,000 compounds, 21% hits;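 active = CYP2C19 inhibition above a set limit at 5 µM in the primary screen, cut at about 50% in these data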;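 note: plate controls were negative control wells for no effect and 2.5 mM tranylcypromine positive control for full effect; values of inactives mirror those of a sister screen read the other way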
* hit, by the source's call; · = no result given; & = joins results of further samples. Only part of the results is shown; the hit share may differ from the screen's.

1: CCCCCCn1c(=O)c(C(=O)Nc2ccncc2)c(O)c2ccccc21
2: COC(=O)c1cc(COc2cc(C)cc3oc(=O)c4c(c23)CCC4)c(C)o1
3: CCCCCn1c(=O)c(C(=O)Nc2ccncc2)c(O)c2ccccc21
4: CC(=O)N(C)CC#CCN1CCC(O)CC1
5: O=C(/C=C/c1ccccc1)NCCc1cnc[nH]1
6: COC(=O)C1=C(c2cc3ccccc3s2)C[C@@H]2CC[C@H]1N2C(=O)NCc1ccc(F)cc1
7: COC(=O)C1=C(c2ccccc2)C[C@@H]2CC[C@H]1N2C(=O)NC1CC1
8: CCCCC(C)C(OC(=O)CC(CC(=O)O)C(=O)O)C(CC(C)CC(O)CCCCC(O)CC(O)C(C)N)OC(=O)CC(CC(=O)O)C(=O)O (stereo not drawn)
9: Cc1ccc(C(=O)N[C@@H](C)CN2C3=NC[C@@H](Cc4ccccc4)N3C[C@H]2Cc2ccc(O)cc2)cc1Br
10: C[C@@H]([C@@H](O)c1ccccc1)N(C)C(=O)Cc1ccccc1
entry no.	1	2	3	4	5	6	7	8	9	10
DAT uptake mod	·	·	·	0.0074	-0.25	0.072	-0.24	0.031	0.019	-1.1
CYP2C19 activ	0.8	0.2	0.7	·	·	·	·	·	·	·
CYP2C19 inhib	22	78*	27	·	·	·	·	·	·	·

11: CC(C)[C@H]1C(=O)O[C@H](C(C)C)C(=O)N(C)[C@@H](C(C)C)C(=O)O[C@H](C(C)C)C(=O)N(C)[C@@H](C(C)C)C(=O)O[C@H](C(C)C)C(=O)N1C
12: Oc1ccc(C2=CCNCC2)cc1O
13: Cc1cc2c(C(C)C)c(O)c(O)c(C=O)c2c(O)c1-c1c(C)cc2c(C(C)C)c(O)c(O)c(C=O)c2c1O
14: CC1=C(C(=O)O)N2C(=O)[C@@H](NC(=O)CCCC(=O)O)[C@H]2SC1
15: COc1cc(O)c(C(=O)O)c(-c2cc(O)c(O)cc2C)c1
16: O=C(N[C@H]1CP(=O)(Oc2ccccc2)O[C@H](COCc2ccccc2)[C@H]1O)C(Cl)(Cl)Cl (stereo partly drawn)
17: Cc1ccc(C(=O)N[C@@H](C)CN2C3=NC[C@H](Cc4ccccc4)N3C[C@H]2Cc2ccc(O)cc2)cc1Br
18: CCCN1CCc2cccc3c2[C@H]1Cc1ccc(O)c(O)c1-3
19: COC(=O)C1=CO[C@@H](C)[C@@H]2CN3CC[C@]4(C(=O)Nc5ccccc54)[C@@H]3C[C@H]12
20: OC[C@@H](O)CCl
entry no.	11	12	13	14	15	16	17	18	19	20
DAT uptake mod	-0.41	0.41	0.73&1.1	2	-1.1	0.64	0.56	-1.7	-0.33	0.51
CYP2C19 activ	·	·	·	·	·	·	·	·	·	·
CYP2C19 inhib	·	·	·	·	·	·	·	·	·	·

21: CNCCc1c[nH]c2ccc(O)cc12
22: COc1cc2c(cc1OC)[C@@]13CCN4CC5=CCO[C@H]6CC(=O)N2[C@H]1[C@H]6[C@H]5C[C@H]43
23: CCCC/C(C)=C/[C@@H](NP(=O)(c1ccccc1)c1ccccc1)c1ccccc1
24: CC(C)(O)[C@@H]1[C@H]2OC(=O)[C@@H]1[C@]1(O)C[C@H]3O[C@]34C(=O)O[C@H]2[C@]14C (tested in a mixture with another compound)
25: COC(=O)C1=C(c2cc3ccccc3s2)C[C@@H]2CC[C@H]1N2C(=O)NCc1ccco1
26: COC(=O)[C@@H]1C[C@H]1[C@@H](NP(=O)(c1ccccc1)c1ccccc1)c1ccccc1
27: Oc1cccc2nc3ccccc3nc12
28: O=P(N[C@@H](c1ccccc1)[C@@H]1C[C@H]1CO)(c1ccccc1)c1ccccc1
29: C[N+]1(C)CCOC(O)(c2ccc(-c3ccc(C4(O)C[N+](C)(C)CCO4)cc3)cc2)C1 (stereo not drawn)
30: O=C(O)c1cccc2nc3ccccc3nc12
entry no.	21	22	23	24	25	26	27	28	29	30
DAT uptake mod	-1	-0.073	0.093	-0.27	-1	-0.96	-0.42	-0.036	-0.55	-0.92
CYP2C19 activ	·	·	·	·	·	·	·	·	·	·
CYP2C19 inhib	·	·	·	·	·	·	·	·	·	·

31: COc1cc2ccc(=O)oc2c2ccoc12
32: Cc1ccc(S(=O)(=O)N[C@@H](CCCCN)C(=O)CCl)cc1
33: COC(=O)C1=C(c2cc3ccccc3o2)C[C@@H]2CC[C@H]1N2C(=O)NCc1cccc2ccccc12
34: COc1c2c(cc3c1OCO3)CC[N+](C)=C2
35: C=C1C2C[C@H](O)C(C)(C)[C@@]2(O)[C@H](O)C[C@]23C[C@@](C)(O)[C@H](CC[C@H]12)[C@H]3OC(C)=O (stereo partly drawn)
36: COc1cc2c(cc1OC)CC[N+](C)=C2
37: C=CCN1CC[C@]23c4c5ccc(O)c4O[C@H]2/C(=N/NC(=O)c2ccccc2)CC[C@@]3(O)[C@H]1C5
38: C=C1[C@@H](C)[C@H]2[C@H](Cc3ccccc3)NC(=O)[C@]23OC(=O)/C=C/[C@H](O)CCC[C@@H](C)C/C=C/[C@H]3[C@@H]1O
39: COc1cc2occc2c2oc(=O)ccc12
40: COc1ccc(-c2cc(=O)c3c(OC)c(OC)c(OC)cc3o2)cc1
entry no.	31	32	33	34	35	36	37	38	39	40
DAT uptake mod	-0.16	-1	1.8	-0.92	-1.4	0.13	0.63	-0.47	-0.26	4.7*
CYP2C19 activ	·	·	·	·	·	·	·	·	·	·
CYP2C19 inhib	·	·	·	·	·	·	·	·	·	·

41: CCN(CCCl)Cc1ccccc1Br
42: COC(=O)C1=C(c2cc3ccccc3s2)C[C@@H]2CC[C@H]1N2C(=O)N1CCCCC1
43: C[C@@]12N[C@@H](Cc3ccccc31)c1ccccc12
44: CC(=O)O[C@@H]1/C=C/[C@](C)(O)C[C@@H](C)C/C=C/[C@H]2[C@H](O)C(C)=C(C)[C@H]3[C@H](Cc4ccccc4)NC(=O)[C@@]123
45: COC(=O)C1=C(c2cc3ccccc3s2)C[C@@H]2CC[C@H]1N2C(=O)NC1CC1
46: C#CCN(C)C(C)Cc1ccccc1 (stereo not drawn)
47: O=C(Nc1ccccc1)c1c(O)[nH]c(=S)[nH]c1=O
48: CCCNC(=O)N1[C@H]2CC[C@@H]1C(C(=O)OC)=C(c1ccc(S(C)(=O)=O)cc1)C2
49: COc1ccc2[nH]cc(CCN(C)C)c2c1
50: COC(=O)C1=C(c2cc3ccccc3o2)C[C@@H]2CC[C@H]1N2C(=O)N1CCC(C)CC1
entry no.	41	42	43	44	45	46	47	48	49	50
DAT uptake mod	0.28	-0.047	-0.11	-0.4	-1.7	-0.63	0.2	0.057	0.43	0.037
CYP2C19 activ	·	·	·	·	·	·	·	·	·	·
CYP2C19 inhib	·	·	·	·	·	·	·	·	·	·

51: CC[C@H]1CC2CN3CCc4c([nH]c5cc(OC)ccc45)[C@](C(=O)OC)(C2)[C@H]13
52: CC(=O)O[C@@H]1/C=C/[C@](C)(O)C[C@@H](C)C/C=C/[C@H]2[C@@H]3O[C@]3(C)[C@@H](C)[C@H]3[C@H](Cc4ccccc4)NC(=O)[C@@]312
53: CCCC[N+]1(C)C2CC(OC(=O)C(CO)c3ccccc3)CC1C1OC12 (stereo not drawn)
54: CC(C)N(CCC(C(N)=O)(c1ccccc1)c1ccccn1)C(C)C (stereo not drawn)
55: C[C@]12CCC(=O)C=C1CC[C@@H]1[C@@H]2C(=O)C[C@]2(C)C(=O)CC[C@@H]12
56: COC(=O)C1=C(c2cc3ccccc3s2)C[C@@H]2CC[C@H]1N2C(=O)NCCCOC(C)C
57: COC(=O)C1=C(c2cccc(OC)c2OC)C[C@@H]2CC[C@H]1N2C(=O)NCc1ccc(C(F)(F)F)cc1
58: CC(C)(C)NCC(O)c1cc(Cl)c(N)c(Cl)c1 (stereo not drawn)
59: Cc1c2ccncc2c(C)c2c1[nH]c1ccccc12
60: C=C(C=O)C[C@@H]1C[C@H](O)C2OC3C[C@]4(C)OC5/C=C\CC6OC7C(CC=CCC6OC5CCCC4OC3CC2O1)OC1CC2OC3CC(=O)OC3C[C@@H](C)C[C@@]2(C)OC1C[C@@H]7C (stereo partly drawn)
entry no.	51	52	53	54	55	56	57	58	59	60
DAT uptake mod	-0.056	-0.22	0.13	-0.41	-0.28	-1.1	-0.22	-1.8	-0.0073	-0.37
CYP2C19 activ	·	·	·	·	·	·	·	·	·	·
CYP2C19 inhib	·	·	·	·	·	·	·	·	·	·

61: COC(=O)C1=C(c2cc3ccccc3s2)C[C@@H]2CC[C@H]1N2C(=O)NCc1ccccc1
62: COC(=O)N1CCN(C(=O)Cc2ccc(Cl)c(Cl)c2)C(CN2CCCC2)C1 (stereo not drawn)
63: [N-]=[N+]=CC(=O)OC[C@H](N)C(=O)O
64: COC(=O)C1=C(c2cccc(OC)c2OC)C[C@@H]2CC[C@H]1N2C(=O)NC(C)C
65: COc1cccc([C@@]2(O)CCCC[C@@H]2CN(C)C)c1
66: COc1ccc(O)c2c(=O)c3c(OC)cc4c(c3oc12)C1C=COC1O4 (stereo not drawn)
67: COC(=O)C1=C(c2cccc(OC)c2OC)C[C@@H]2CC[C@H]1N2C(=O)N1CCC(O)CC1
68: C[C@H]1CC[C@@H]2[C@@H](C)[C@H]3[C@H](C[C@H]4[C@@H]5CC=C6C[C@@H](O[C@@H]7O[C@H](CO)[C@H](O)[C@H](O[C@@H]8O[C@H](CO)[C@@H](O)[C@H](O)[C@H]8O)[C@H]7O[C@@H]7O[C@@H](C)[C@H](O)[C@@H](O)[C@H]7O)CC[C@]6(C)[C@H]5CC[C@]34C)N2C1
69: COc1ccc2c(c1)C13CCCC[C@@H]1C(C2)N(C)CC3 (stereo partly drawn)
70: COc1cc(/C=C/[N+](=O)[O-])ccc1O
entry no.	61	62	63	64	65	66	67	68	69	70
DAT uptake mod	1.1	0.013	0.12	-0.11	0.54	-1	-0.96	0.098	0.67	0.18
CYP2C19 activ	·	·	·	·	·	·	·	·	·	·
CYP2C19 inhib	·	·	·	·	·	·	·	·	·	·

71: CCCN1CCC[C@@H]2Cc3nc(N)ncc3C[C@H]21
72: CN1[C@@H]2CC[C@H]1CC(OC(=O)C1C=Nc3ccccc31)C2 (stereo partly drawn)
73: COC(=O)C1=CO[C@@H](C)[C@@H]2CN3CC[C@@]4(C(=O)Nc5ccccc54)[C@@H]3C[C@H]12
74: NNCc1cccc(O)c1
75: CC[C@H](C)/C=C(C)/C=C/C1=CC2=C(Cl)C(=O)[C@@](C)(OC(C)=O)C(=O)C2=CO1
76: O=C(O)Cc1cnc[nH]1
77: CC(=O)OC[C@]12CCC(C)=C[C@H]1O[C@@H]1[C@H](O)[C@@H](OC(C)=O)[C@@]2(C)[C@]12CO2
78: COc1ccccc1N1CCNCC1
79: COC(=O)C1=C(c2ccccc2)C[C@@H]2CC[C@H]1N2C(=O)NCc1ccccc1
80: C[N+](C)(C)CC#CCOC(=O)Nc1cccc(Cl)c1
81: COC(=O)C1=C(c2ccc(S(C)(=O)=O)cc2)C[C@@H]2CC[C@H]1N2C(=O)NCc1ccc(F)cc1
entry no.	71	72	73	74	75	76	77	78	79	80	81
DAT uptake mod	0.94	0.1	-1.1	0.36	0.72	0.0073	0.51	0.053	-0.06	0.14	-0.52
CYP2C19 activ	·	·	·	·	·	·	·	·	·	·	·
CYP2C19 inhib	·	·	·	·	·	·	·	·	·	·	·

Among those listed so far, these contain a Cl atom.
16: O=C(N[C@H]1CP(=O)(Oc2ccccc2)O[C@H](COCc2ccccc2)[C@H]1O)C(Cl)(Cl)Cl (stereo partly drawn)
20: OC[C@@H](O)CCl
32: Cc1ccc(S(=O)(=O)N[C@@H](CCCCN)C(=O)CCl)cc1
41: CCN(CCCl)Cc1ccccc1Br
58: CC(C)(C)NCC(O)c1cc(Cl)c(N)c(Cl)c1 (stereo not drawn)
62: COC(=O)N1CCN(C(=O)Cc2ccc(Cl)c(Cl)c2)C(CN2CCCC2)C1 (stereo not drawn)
75: CC[C@H](C)/C=C(C)/C=C/C1=CC2=C(Cl)C(=O)[C@@](C)(OC(C)=O)C(=O)C2=CO1
80: C[N+](C)(C)CC#CCOC(=O)Nc1cccc(Cl)c1
entry no.	16	20	32	41	58	62	75	80
DAT uptake mod	0.64	0.51	-1	0.28	-1.8	0.013	0.72	0.14
CYP2C19 activ	·	·	·	·	·	·	·	·
CYP2C19 inhib	·	·	·	·	·	·	·	·
